TRAIL sens C8: caspase-8 TRAIL sensitization; NB7+C8 cells + TRAIL, ATPlite viability luminescence; inhibition (viability loss, TRAIL sensitization), % at 10 µM; 360,000 compounds, 1% hits; AID 624354;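 active means compounds causing at least 50% loss of cell viability in the single-dose screen, relative to plate controls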
SRC1 inh: inhibits human SRC1 coactivator; HEK293 GAL4-SRC1 luciferase reporter, luminescence; inhibition, % at 3.6 µM; 360,000 compounds, 0.12% hits; AID 588354;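 active means inhibition above the campaign mean plus 3 SD, with each screening campaign given its own cutoff, cut at about 60% in these data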;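 further: 0% = DMSO treated cells and 100% = gossypol at 36 µM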
CF NFkB inh: cystic fibrosis NF-kB activation inhibition; KKLEB NF-kB-GFP reporter, PAF-induced, GFP fluorescence overnight; inhibition, % at 5 µM; 360,000 compounds, 0.86% hits; AID 588850;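 active means at least 50% inhibition at 5 µM, scaled per plate between neutral and stimulator controls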;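 further: PAF is a Pseudomonas aeruginosa culture filtrate used as stimulus; plate controls were PAF-stimulated DMSO wells for no effect and unstimulated DMSO wells for full effect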
SRC2 inh: human SRC2 (NCOA2) inhibition. 370,000 compounds, 0.17% hits. inhibition, % at 9 µM. HEK293 GAL4-SRC2 luciferase reporter, luminescence. AID 651957;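 active means inhibition above the mean inhibition of all tested compounds plus 3 SD, set per campaign, cut at about 52% in these data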;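 further: 0% = DMSO treated cells and 100% = cells given Gossypol at 36 µM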
KKLEB tox: reduces viability of KKLEB cystic fibrosis airway cells; KKLEB CF airway cells viability, ATPlite luminescence, overnight; active compounds read low; cells stimulated with P. aeruginosa culture filtrate; AID 602141; activity change (cytotoxicity), % at 5 µM; 360,000 compounds, 0.36% hits;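 active means corrected activity change at or below -50% at 5 µM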
LRH-1 inv ag: suppresses constitutive activity of human LRH-1; O00482; HEK293T StAR-luciferase reporter, LRH-1 transfected, 24 h; inhibition, % at 3.6 µM; 360,000 compounds, 0.13% hits; AID 602396;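 active means inhibition above the mean inhibition of all tested compounds plus 3 SD, cut at about 73% in these data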;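 further: 0% = DMSO wells and 100% = reporter-only cells lacking LRH-1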
Target sequence (O00482 whole entry, looked up): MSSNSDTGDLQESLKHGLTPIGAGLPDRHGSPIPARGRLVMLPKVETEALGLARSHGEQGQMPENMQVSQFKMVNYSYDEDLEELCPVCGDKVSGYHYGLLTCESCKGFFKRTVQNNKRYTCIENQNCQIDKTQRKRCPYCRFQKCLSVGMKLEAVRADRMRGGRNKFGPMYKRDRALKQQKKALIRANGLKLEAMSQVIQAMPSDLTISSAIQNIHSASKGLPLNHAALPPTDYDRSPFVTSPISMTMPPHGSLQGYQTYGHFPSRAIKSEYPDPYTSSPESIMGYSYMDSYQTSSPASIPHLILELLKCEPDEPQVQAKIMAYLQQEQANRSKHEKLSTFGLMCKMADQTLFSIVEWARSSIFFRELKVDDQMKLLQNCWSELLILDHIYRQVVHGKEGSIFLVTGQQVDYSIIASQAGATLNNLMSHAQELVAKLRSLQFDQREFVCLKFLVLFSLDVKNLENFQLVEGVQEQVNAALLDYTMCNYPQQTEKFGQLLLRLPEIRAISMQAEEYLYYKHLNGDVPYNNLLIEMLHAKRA
TROY signal inh: blocks TROY-dependent signaling in reporter cells; Q293 LMP1-TROYcd NF-kB luciferase reporter, 4 h; inhibition, % at 10 µM; 360,000 compounds, 0.98% hits;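 active means compounds whose plate-normalised and pattern-corrected inhibition of the luciferase reporter signal at the single screening dose is 50% or more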
TWEAK-Fn14 inh: TWEAK-Fn14 signaling inhibition; TWEAK-stimulated Fn14 reporter cells, luciferase luminescence, 8 h; inhibition, % at 10 µM; 360,000 compounds, 2% hits; in the data active means inhibition above about 50%
EBV LMP1 NFkB: inhibitors of Epstein-Barr LMP1-induced NF-kappaB reporter. LMP1-induced NF-kappaB luciferase reporter cells, luminescence. inhibition, % at 12.5 µM. 350,000 compounds, 0.69% hits. AID 504558; in the data active means inhibition above about 41%;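 further: 0% = neutral control wells and 100% = reference inhibitor control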
SRC3 inh: inhibitors of human steroid receptor coactivator 3 (SRC3) | HEK293 GAL4-SRC3 luciferase reporter, luminescence | inhibition, % at 3.6 µM | 360,000 compounds, 0.17% hits | AID 588352;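 active means inhibition above a per-campaign cutoff, the mean of all compounds plus 3 SD, cut at about 60% in these data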;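 further: 0% = DMSO-treated cells and 100% = gossypol-treated cells at 36 µM; higher means less SRC3-driven luciferase light from the GAL4 reporter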
COUP-TFII inh: NR2F2 (human) inhibition, primary screen; P24468; HEK293T NGFI-A luciferase reporter, luminescence; inhibition, % at 8.6 µM; 370,000 compounds, 0.7% hits; AID 686940;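 active means inhibition above a per-plate cutoff, mean inhibition of test wells between control levels plus 3 SD, cut at about 38% in these data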;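 further: cells cotransfected with COUP-TFII expression vector driving the NGFI-A reporter; 0% = median of COUP-TF2 test wells and 100% = reporter-only cells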
Target sequence (P24468 whole entry, looked up): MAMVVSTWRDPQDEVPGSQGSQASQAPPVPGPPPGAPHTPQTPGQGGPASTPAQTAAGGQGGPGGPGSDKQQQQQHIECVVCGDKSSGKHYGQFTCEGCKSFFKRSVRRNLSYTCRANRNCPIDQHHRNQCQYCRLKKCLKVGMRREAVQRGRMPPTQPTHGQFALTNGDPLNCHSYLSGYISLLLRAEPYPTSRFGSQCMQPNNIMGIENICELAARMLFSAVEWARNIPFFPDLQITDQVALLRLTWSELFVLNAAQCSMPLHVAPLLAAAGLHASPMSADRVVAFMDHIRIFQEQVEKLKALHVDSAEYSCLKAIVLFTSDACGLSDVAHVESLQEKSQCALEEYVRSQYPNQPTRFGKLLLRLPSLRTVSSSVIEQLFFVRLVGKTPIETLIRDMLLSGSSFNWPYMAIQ
An asterisk follows results filed as active; · = not tested or not shown.

SMILES	TRAIL sens C8	SRC1 inh	CF NFkB inh	SRC2 inh	KKLEB tox	LRH-1 inv ag	TROY signal inh	TWEAK-Fn14 inh	EBV LMP1 NFkB	SRC3 inh	COUP-TFII inh
CC(=O)c1ccc(S(=O)(=O)Oc2ccc(C(=O)O)cc2Cl)cc1	-24	17	18	-10	6	-3	0	19	-1	11	1
CCOC(=O)c1cc2c(=O)c3cc(C)ccc3oc2nc1C	23	-56	2	·	-7	-100	-59	11	-23	-84	·
Cc1ccc(NC(=O)[C@@H]2CCCN2C(=O)c2cccs2)cc1S(=O)(=O)N1CCCCC1	-8	-9	23	1	-1	-4	5	-9	10	2	7
CCC(C)NC(=O)C1(N2C(=O)c3ccccc3C2=O)CCCC1 (stereo not drawn)	11	3	4	-22	-3	-2	-18	-14	-1	-14	-3
O=C(O)c1ccccc1NS(=O)(=O)c1cccc2cccnc12	8	11	3	-19	6	-4	0	-14	-5	-19	-2
COCCn1c(C)cc(C(=O)COC(=O)CCN2C(=O)c3ccccc3C2=O)c1C	-13	0	-6	-6	-7	-8	-14	0	3	12	9
C=CCNC(=S)Nc1c(N)n(C)c(=O)n(C)c1=O	13	-32	-11	-8	7	1	6	27	-8	15	-12
COc1cc(OC)c(/C=N/N2CCN(c3ccccc3OC)CC2)c(OC)c1	6	-26	15	-23	-3	-13	9	-17	0	-22	-20
C[C@@H]1CN([C@@H](C)CO)C(=O)CCCn2cc(nn2)CO[C@H]1CN(C)S(=O)(=O)c1cccc(F)c1	-4	-3	3	13	-4	20	-7	9	3	13	1
Cn1cc(/C=N/n2cnc3scc(-c4ccccc4)c3c2=O)c2ccccc21	8	12	20	11	-10	-13	11	25	0	21	-9
CCC(C(=O)NC1CC(C)(C)NC(C)(C)C1)c1ccccc1 (stereo not drawn)	0	3	-2	15	-9	7	1	-12	2	-4	7
CC(C)CCNC(=O)CN(Cc1ccco1)C(=O)c1snc(C(N)=O)c1N	-5	1	-17	5	0	6	-23	-3	5	-1	-22
Cn1c(=O)c2c(ncn2CC(O)CNc2ccc(F)cc2)n(C)c1=O (stereo not drawn)	-15	-4	9	-15	10	-2	0	6	-5	-14	4
CCc1c(C)nc(N)nc1OCC(F)(F)C(F)F	-21	4	-11	-5	-3	0	-19	8	7	14	3
COc1cc(/C=N/NC(=O)c2nc3ccccn3c2C)cc(OC)c1O	-3	12	-9	2	-1	14	13	-18	16	19	-5
CCOP(=O)(OCC)/C(=N/OC(=O)c1ccc(OC)cc1)C(N)=O	3	0	12	8	-18	-4	4	-6	-1	10	10
COc1cccc(CNC(=O)[C@@H]2CCCN2C(=O)OC(C)(C)C)c1	-4	·	·	-13	·	14	-4	10	·	·	-17
COc1ccc(/C=N/NC(=O)c2ccc3c(c2)NC(=O)C(C)(C)O3)cc1OC	-5	-5	-8	-3	9	-5	-6	11	0	3	-1
CSCCC(NC(=O)c1cccc(C)c1)C(=O)O (stereo not drawn)	-5	-4	-2	28	20	4	2	1	4	15	26
Cc1cccc2c1N(CCOc1ccccc1Cl)C(=O)C2=O	-18	-30	25	-15	-21	-8	-1	17	-7	-10	15
Cc1ccc(C)c(NC(=O)CN(C)C(=O)COc2ncnc3sccc23)c1	-10	-16	-10	8	-1	-7	19	1	-1	-5	16
COc1ccc2cc(S(=O)(=O)n3cnc(C)c3)ccc2c1	23	16	3	-9	-4	-5	2	5	-5	4	10
COC(=O)c1nn(-c2ccccc2)c(Cl)c1/C=N/O	-3	4	8	-47	4	1	-17	-18	-4	8	-20
Cc1ccc(-c2nnc(CCC(=O)NCC3C4CC5CC(C4)CC3C5)o2)s1 (stereo not drawn)	-4	-59	-3	-57	-3	-44	-64	-17	-17	-49	-21
O=C(Cn1cnc2cc([N+](=O)[O-])ccc2c1=O)NCCc1ccc(F)cc1	-11	-9	-8	8	1	-3	-21	5	6	4	12
Cc1nnc(NC(=O)CSc2nnc(-c3ccco3)n2C(C)C)s1	23	0	-17	17	9	3	9	1	-8	10	5
COC(=O)c1cccnc1NC(=S)NC1CCCCC1	11	2	11	-4	-7	-23	8	-26	6	-8	3
Cc1ccc(S(=O)(=O)Nc2ccccc2F)cc1C(=O)OC(C)C(=O)N1CCOCC1 (stereo not drawn)	-23	-21	-3	-28	4	16	-10	-4	-4	16	8
O=C(Nc1ncccc1O)c1ccc(S(=O)(=O)N2CCCCCC2)cc1	8	-28	1	-62	0	-7	-10	-22	21	-8	22
CCOC(=O)/C=C1\CN(Cc2cc(OC)c(OC)c(OC)c2)S(=O)(=O)c2ccc(C(F)(F)F)cc21	27	-2	2	-9	-7	-7	23	0	11	3	48*

Results in CF NFkB inh, SRC3 inh and COUP-TFII inh, for some of the entries so far:
structure | CF NFkB inh | SRC3 inh | COUP-TFII inh
O=C(Nc1ncccc1O)c1ccc(S(=O)(=O)N2CCCCCC2)cc1 | 1 | -8 | 22
COC(=O)c1cccnc1NC(=S)NC1CCCCC1 | 11 | -8 | 3

Other entries
SMILES	TRAIL sens C8	SRC1 inh	CF NFkB inh	SRC2 inh	KKLEB tox	LRH-1 inv ag	TROY signal inh	TWEAK-Fn14 inh	EBV LMP1 NFkB	SRC3 inh	COUP-TFII inh
CCCc1n(CC(O)COCC2CC=CCC2)c2ccccc2[n+]1C (stereo not drawn)	8	-1	-1	1	-3	-17	7	-1	-6	16	-25
Cc1ccc(S(=O)(=O)Nc2c3ccccc3nc(=O)n2-c2ccccc2)cc1	7	-4	2	-12	8	-12	-56	7	-22	-11	-4
Cc1ccc(S(=O)(=O)n2nc(C)c(S(=O)(=O)N3CCOCC3)c2C)cc1	-10	13	3	0	-7	18	8	1	-3	-5	-1
O=C(NCC(c1cccnc1)N1CCOCC1)c1ccc2c(c1)OCO2 (stereo not drawn)	0	0	-16	-28	0	-13	-13	-2	-3	8	-2
Cc1ccccc1Nc1nc(N)nc(CSc2nnc(-c3ccccc3)n2C)n1	-4	-10	12	-24	-23	8	5	11	-5	-3	-2
COc1cc(C(=O)NCC(=O)OC(C)C(=O)Nc2ncc(Cl)cc2Cl)cc(OC)c1OC (stereo not drawn)	-9	5	14	1	-1	7	-7	2	2	12	9
O=C(O)c1ccc(N/N=C/c2c(F)cccc2Cl)cc1	11	-31	14	-11	-9	-87	35	95*	14	-18	2
O=C(Nc1ccccc1)C1=C[C@H](c2ccccc2)C[C@H](OCCCCO)O1	-7	-85	-12	-31	-3	-108	-70	-36	-19	-96	-23
CNC(=O)COC(=O)c1ccc([N+](=O)[O-])cc1Cl	-2	4	-23	7	0	-4	-5	9	-2	4	-4
Cc1ccc2cc3cc(C(=O)NCCCN4CCCC4=O)oc3nc2c1	0	-5	-8	-12	-3	-18	1	3	5	-12	3
CC(=O)Nc1cc(C(=O)OC(C(=O)c2ccccc2)c2ccccc2)ccc1C (stereo not drawn)	-1	-15	5	-12	0	17	-19	7	6	26	0
Cc1ccc(N(CC(=O)N/N=C/c2ccc(OC3CSC3)cc2)S(=O)(=O)c2ccccc2)c(C)c1	-7	-3	-22	-21	14	-16	6	-41	-10	13	14
CCN1CCN(CCNC(=O)c2ccc(/C=C3/Sc4ccccc4N(Cc4ccccc4C)C3=O)cc2)CC1	3	-6	43	-2	-77*	-35	42	-76	-6	6	26
CNC(=O)CSc1nnc(-c2ccncc2)n1Cc1ccccc1	-1	-4	6	-9	6	10	-7	-9	9	4	21
CCOC(=O)N1CCN(C(=O)c2c(O)c3cccc4c3n(c2=O)CC4)CC1	3	-9	-2	4	-1	0	-3	22	9	2	2
CCOc1ccc2nc(SCC3CC3(Cl)Cl)[nH]c2c1 (stereo not drawn)	17	-60	13	-92	-6	-111	-66	14	-40	-80	-34
CC(NC(=O)c1cc(Br)cs1)C1CCCO1 (stereo not drawn)	-12	9	-6	-10	6	3	-10	10	4	-10	8
CC(=O)N1CCc2cc3nc(C)cc(C)c3cc21	-5	16	-20	-7	7	-9	4	-8	-6	-2	-10
Cc1ccc(S(=O)(=O)NCC(=O)N2CCCC2)cc1	-20	-8	20	7	-4	-4	-10	-4	5	-8	3
O=C(Cc1ccccc1)Nc1cccc(C(=O)O)c1O	1	0	5	5	-5	-1	-11	17	-1	1	11
O=C(NC(=S)NCc1ccccc1)c1ccccc1[N+](=O)[O-]	5	-10	-8	13	1	20	-1	-1	-6	6	8
O=C(NCc1ccccc1)Nc1cccn(Cc2cccc(F)c2)c1=O	12	-58	7	14	-3	-13	-15	-13	2	-1	12
Cc1cccn2c(=O)c3cc(C(=O)NCc4cccnc4)c(=N)n(CC4CCCO4)c3nc12 (stereo not drawn)	-3	-15	1	4	6	-23	-15	26	-3	-5	10
COc1cc2[nH]c(C(=O)N3CCN(c4ccccc4F)CC3)cc2c(OC)c1OC	-11	-5	-5	8	1	7	8	-16	6	8	23
CCN(CC)CCn1c2ccccc2c(=O)c2c(O)ccc(O)c21	-5	-8	5	-6	6	13	-13	-31	1	-5	-8
C=C(C)c1cccc(C(C)(C)NC(=O)N(C)C2CCN(C)CC2)c1	-18	-9	18	0	-4	4	7	9	-3	8	9
Cc1ccc(/C=N/OC(=O)c2c(C)noc2-c2snnc2C)cc1	-4	-9	5	-34	4	-3	24	4	-6	4	-5
CN1CCN(c2ccccc2NC(=O)c2ccc(-c3cccc(Cl)c3)o2)CC1	30	6	-20	-3	4	8	9	15	-17	17	12
CSCCC(=O)N(C)CC1CCN(CCc2cccc(C(F)(F)F)c2)CC1	0	17	-3	22	-12	7	27	-20	-5	3	1
Cc1nc2cc(C(=O)OCC(=O)NC(C)C(C)C)ccc2n1-c1ccccc1 (stereo not drawn)	-3	-10	6	5	-11	4	-3	-27	1	6	5
Cc1cc(F)c(F)c(C(=O)N2CCCCC2C)c1Cl (stereo not drawn)	3	9	3	-6	-8	4	-3	7	-4	6	7
CCOC(=O)N1CCN(C(=O)C(CC)c2ccccc2)CC1 (stereo not drawn)	0	-10	6	24	-8	-4	-12	8	-5	21	-5
O=C(COc1ccc(Cl)cc1)NCC(=O)N/N=C/c1cccs1	-4	-7	-8	-3	9	5	-1	-15	9	18	-9
Cc1nc(NC(=O)c2ccccc2)sc1-c1csc(NCc2ccccc2)n1	1	-13	4	-17	-3	-21	-37	43	8	-19	-23
COc1ccccc1[C@@H]1C(c2cccc(C)c2)=NN(c2ccccc2)[C@H]1C(=O)N1CCOC1=O	0	-8	-6	-10	-30	-14	-7	0	3	6	-2
O=C(C[n+]1cccc(C(=O)Nc2ccccc2)c1)c1ccccc1	3	·	·	1	·	-8	-7	1	·	·	-7
Cc1cc(C)c(C(=O)N2CCCC(C(=O)c3cc(F)ccc3F)C2)o1 (stereo not drawn)	0	0	-7	4	7	-7	1	15	7	6	1
CCOC(=O)c1sc(NC(=O)c2ccco2)nc1C	24	-33	-11	-12	6	-19	-52	-21	-32	-1	-4
COC(=O)C1=C(CS(=O)(=O)c2ccc(OC)c(OC)c2)NC(=O)NC1c1ccc(O)c(OC)c1 (stereo not drawn)	-7	1	6	-8	2	17	-11	4	-3	19	0
CC1CCc2c(nc3ncnn3c2Nc2ccc(OC(F)(F)F)cc2)C1 (stereo not drawn)	3	7	7	-11	4	-7	9	1	15	22	15

Source: PubChem BioAssay (several laboratories)

Not a hit list; about 4.2% have a hit in one of these screens.
